Screening data (PubChem)
CXCR6 block – blocks human CXCR6 beta-arrestin recruitment; 0.36% of 360,000 active; CHO-K1 PathHunter CXCR6 beta-arrestin, luminescence; inhibition, % at 20 µM; in the data active = inhibition above about 34%, passing the limit was not always enough;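 also: antagonist mode with CXCL16 agonist at 10 nM final; 0% = 10 nM CXCL16 with DMSO and 100% = unstimulated wells without agonist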
Target sequence (O00574 whole entry, looked up): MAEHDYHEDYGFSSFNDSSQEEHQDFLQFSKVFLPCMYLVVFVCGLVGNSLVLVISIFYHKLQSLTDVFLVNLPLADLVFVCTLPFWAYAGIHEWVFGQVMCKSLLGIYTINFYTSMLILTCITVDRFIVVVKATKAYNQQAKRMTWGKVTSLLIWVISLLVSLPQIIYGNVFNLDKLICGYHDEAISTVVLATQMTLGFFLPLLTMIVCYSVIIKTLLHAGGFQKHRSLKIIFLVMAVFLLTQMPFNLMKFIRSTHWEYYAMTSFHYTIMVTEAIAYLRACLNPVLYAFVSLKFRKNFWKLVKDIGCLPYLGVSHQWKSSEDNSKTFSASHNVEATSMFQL
APJ agonist – APJ receptor agonism; activation, % at 20 µM; P35414; CHO-K1 APJ PathHunter beta-arrestin, luminescence; 0% DMSO wells, 100% apelin; 0.11% of 330,000 active;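 active = activation more than six SD over the plate average, tested at 20 µM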;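 also: 0% = DMSO alone and 100% = apelin-13 at 10 nM; some results filed as inactive read as strong as hits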
Target sequence (P35414 whole entry, looked up): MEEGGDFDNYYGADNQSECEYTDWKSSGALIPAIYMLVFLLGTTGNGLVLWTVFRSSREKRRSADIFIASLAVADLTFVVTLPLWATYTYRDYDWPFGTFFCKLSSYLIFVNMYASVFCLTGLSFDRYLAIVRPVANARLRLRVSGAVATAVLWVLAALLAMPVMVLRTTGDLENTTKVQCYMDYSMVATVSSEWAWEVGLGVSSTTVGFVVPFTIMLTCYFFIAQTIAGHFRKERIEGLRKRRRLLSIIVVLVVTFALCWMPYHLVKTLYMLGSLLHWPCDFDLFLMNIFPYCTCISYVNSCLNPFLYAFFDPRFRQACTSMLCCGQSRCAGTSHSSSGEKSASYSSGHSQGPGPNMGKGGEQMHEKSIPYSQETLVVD
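Assay system: CHO-K1 cells stably expressing ProLink-tagged human APJ and arrestin–beta-gal acceptor. Compound dosing: 20 µM single point, 1% DMSO. Times: 16-18 h seeding, 90 min dark compound exposure, 60 min detection. Detection: beta-gal luminescence. Evaluation: APJ–arrestin association signal. Controls: negative DMSO alone, positive Apelin-13 at 10 nM.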
CCR6 antagonist – CCR6 (human) receptor antagonism. P51684. CHO-K1 CCR6 PathHunter beta-arrestin, luminescence, CCL20-stimulated. inhibition, % at 20 µM. 0.49% of 340,000 active. AID 493098;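 active = compounds whose inhibition of the agonist-driven luminescence signal at 20 µM reaches about 50%, limit read from the data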;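 also: cells stimulated with CCL20 at 14 nM final; plate controls were DMSO with CCL20 for no effect and DMSO without agonist for full effect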
CHOP UPR activ – activators of apoptotic arm of unfolded protein response (CHOP) | CHO-CHOP luciferase reporter, UPR activation, luminescence; percent of tunicamycin response over DMSO baseline | activation, % at 10 µM | 0.34% of 330,000 active | AID 449763;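 active = at 10 µM dose, activation of 40% or more, normalized to positive control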;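 also: 100% = tunicamycin at 10 µg/mL and 0% = DMSO alone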
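Assay system: CHO cells with stable CHOP pathway luciferase reporter; Buffer or medium: F12 plus 10% serum; Times: 16-18 h cell attachment, then 6 h compound exposure, 37 °C; Signal: luciferase luminescence; Read-out basis: percent activation relative to tunicamycin control; Control set: tunicamycin high control, DMSO low control.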
UPR XBP1 act – activators of adaptive arm of unfolded protein response (XBP1); 0.33% of 330,000 active; CHO-XBP1 luciferase reporter, IRE1-XBP1 UPR activation, luminescence; percent of tunicamycin response, DMSO as zero; activation, % at 20 µM;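 active = versus positive control, 20 µM dose yields 30% or more activation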;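 also: 100% = tunicamycin at 10 µg/mL and 0% = DMSO only wells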
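Material: CHO-XBP1 cells stably carrying IRE1-XBP1-driven luciferase reporter | Medium: F12 with 10% serum | Compound dosing: 20 µM single concentration, DMSO 1% | Incubation: Overnight seeding at 37 °C, 6 h compound treatment at 37 °C | Detection: Steady-Glo luminescence read | Read-out basis: % activation of reporter signal versus tunicamycin and DMSO controls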
Mdm2-MdmX inh – inhibitors of human Mdm2/MdmX interaction; 3% of 330,000 active; O15151+Q00987; inhibition, % at 8 µM; SaOS-2 split-luciferase Mdm2/MdmX complementation, luminescence; AID 485346;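 active = inhibition of at least 50% at 8 µM in the primary screen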
tim23-1 inh – inhibits growth of tim23-1 mutant yeast | 1.3% of 330,000 active | inhibition, % at 20 µM | S. cerevisiae tim23-1 growth, BacTiter-Glo luminescence, 24 h | AID 463212;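 active = growth inhibition of the mutant yeast at or above 50%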;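 also: temperature-sensitive mutant grown at 25 °C; plate controls were DMSO-treated mutant yeast for no effect and medium wells lacking yeast for full effect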
EBI2 block – EBI2 (human) antagonism; EBI2 beta-arrestin recruitment, luminescence, 7a,25-OHC stimulated; 0.81% of 360,000 active; inhibition, % at 5 µM; P32249; in the data active = inhibition above about 38%;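 also: enzyme fragment complementation signal reports receptor beta-arrestin coupling in cells; 0% = agonist plus DMSO wells and 100% = wells without agonist; some results beyond the cut were filed as inactive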
APJ antag – APJ receptor antagonism; CHO-K1 APJ beta-arrestin complementation, luminescence; inhibition, % at 20 µM; 0.32% of 330,000 active; AID 2521;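 active = inhibition above about 40% at 20 µM, limit read from the data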;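 also: cells challenged with 10 nM apelin-13 agonist together with compound; plate controls were apelin-13 plus DMSO wells for no effect and DMSO wells lacking apelin-13 for full effect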
Starred values were filed as active, the others as inactive; nt = not tested or not shown. A portion of the library; the hit share may differ from the screen's.

SMILES	CXCR6 block	APJ agonist	CCR6 antagonist	CHOP UPR activ	UPR XBP1 act	Mdm2-MdmX inh	tim23-1 inh	EBI2 block	APJ antag
CC1CCN(CCCNC(=O)C2CCCN(c3ncnc4c3nc3n4CCCCC3)C2)CC1 (configuration not stated)	-4	-3	22	3.7	-2	24	-14	-1	18
CC1CC1C(=O)Nc1nc(-c2ccc(Cl)s2)cs1 (configuration not stated)	-1	1	28	2.9	7	-19	32	25	-10
O=C(Nc1ccc(OCC(=O)N2CCOCC2)cc1)c1ccccc1Cl	7	-5	-1	1.4	-3	15	10	3	-13
O=C(Nc1cccc(-c2cnc3ccccc3n2)c1)c1ccco1	-8	1	21	4.1	4	-6	22	13	14
COc1cc(-n2c(C)nc3cc(C(=O)NCC4CCCO4)ccc32)cc(OC)c1OC (configuration not stated)	-2	-1	-4	-2.2	0	-4	13	-6	-5
O=C(NCc1ccco1)c1sc2cccc(F)c2c1Cl	-4	-6	2	2.1	5	-46	2	1	-8
O=C1NC(=S)N/C1=C\c1ccc(N2CCOCC2)cc1	-2	-4	-7	2.9	-2	-19	8	-2	11
O=C(N1CCOCC1)N1CCN(S(=O)(=O)c2ccc(Cl)cc2)CC1	-2	-4	0	-1.7	-3	8	8	-8	1
Cc1c(C(=O)Nc2c(C)n(C)n(-c3ccccc3)c2=O)oc2ccccc12	4	1	10	1.2	5	-12	10	-10	12
CC(C)C1Cc2c(sc3ncnc(NN)c23)CO1 (configuration not stated)	-1	-6	7	-2.6	-1	20	52*	9	23
CC(C)(C)Nc1nc(OCC(F)(F)F)nc(OCC(F)(F)F)n1	-1	6	9	-0.6	-3	22	-6	-8	8
CCC1(C)Cc2nc3[nH]c(=S)n(-c4ccc(C)cc4)c(=O)c3cc2CO1 (configuration not stated)	14	-6	20	2.3	-1	13	5	-14	16
CN1CCN(C(=O)c2cccn(Cc3ccc(C(F)(F)F)cc3)c2=O)CC1	-4	-5	-7	-2.3	1	11	8	3	9
CCCc1c(O)nc(SCC(=O)NCc2ccco2)[nH]c1=O	0	-3	-4	-0.9	-6	-9	-4	6	12
O=C(NC1CCCCC1)C(=O)c1c[nH]c2ccccc12	-1	5	4	3.9	3	-62	38	23	-12
OC(COc1ccc(OCC(O)CN2CCN(Cc3ccccc3)CC2)cc1)CN1CCN(Cc2ccccc2)CC1 (configuration not stated)	-14	4	2	1.9	-1	33	0	3	-19
CN(Cc1cnn(Cc2ccccc2)c1)C(=O)CN=C1NS(=O)(=O)c2ccccc21	9	-5	7	0.3	-3	8	-8	1	5
COc1ccc(CNC(=O)/C=C/C(=O)O)cc1OC	3	0	-17	-0.1	-2	3	1	-1	0
CC12CC3CC(C)(C1)CC(C(=O)NC(=S)N1CCCCC1)(C3)C2	0	-5	24	0.3	-1	16	51*	-12	26
c1coc(CNCC2OCCc3ccccc32)c1 (configuration not stated)	-6	3	7	-0.1	-2	-13	6	4	8

Ordered by heavy-atom count (smallest number first): some entries from above.
SMILES	CXCR6 block	APJ agonist	CCR6 antagonist	CHOP UPR activ	UPR XBP1 act	Mdm2-MdmX inh	tim23-1 inh	EBI2 block	APJ antag
CCCc1c(O)nc(SCC(=O)NCc2ccco2)[nH]c1=O	0	-3	-4	-0.9	-6	-9	-4	6	12
CCC1(C)Cc2nc3[nH]c(=S)n(-c4ccc(C)cc4)c(=O)c3cc2CO1 (configuration not stated)	14	-6	20	2.3	-1	13	5	-14	16
CN1CCN(C(=O)c2cccn(Cc3ccc(C(F)(F)F)cc3)c2=O)CC1	-4	-5	-7	-2.3	1	11	8	3	9
CN(Cc1cnn(Cc2ccccc2)c1)C(=O)CN=C1NS(=O)(=O)c2ccccc21	9	-5	7	0.3	-3	8	-8	1	5
COc1cc(-n2c(C)nc3cc(C(=O)NCC4CCCO4)ccc32)cc(OC)c1OC (configuration not stated)	-2	-1	-4	-2.2	0	-4	13	-6	-5

Single records, as listed above. Screens in order: CXCR6 block	APJ agonist	CCR6 antagonist	CHOP UPR activ	UPR XBP1 act	Mdm2-MdmX inh	tim23-1 inh	EBI2 block	APJ antag
COc1cc(-n2c(C)nc3cc(C(=O)NCC4CCCO4)ccc32)cc(OC)c1OC (configuration not stated) reads -2	-1	-4	-2.2	0	-4	13	-6	-5
CCCc1c(O)nc(SCC(=O)NCc2ccco2)[nH]c1=O reads 0	-3	-4	-0.9	-6	-9	-4	6	12

Next section:
SMILES	CXCR6 block	APJ agonist	CCR6 antagonist	CHOP UPR activ	UPR XBP1 act	Mdm2-MdmX inh	tim23-1 inh	EBI2 block	APJ antag
CC(C)N=C(Nc1cccnc1)c1ccccc1	0	0	1	1.2	0	14	13	8	3
O=C(N/N=C/c1ccc2ccccc2c1)c1ccc(COc2ccc3c(c2)CCC3)o1	15	-1	17	5.5	2	29	-1	6	3
COc1ccc(NC(=O)CCC(=O)N/N=C/c2cccnc2)cc1	-10	4	5	0.8	0	1	12	1	6
Cc1nn2c(N3CCOCC3)cc(C(C)(C)C)nc2c1-c1ccccc1	-6	-1	-2	1.1	-4	24	-1	-3	17
COc1ccc2c(c1)OCC1=C2CCC2(C)C(=O)CC=C12 (configuration not stated)	nt	3	nt	2.6	-4	4	31	nt	-1
O=C(/C=C/c1ccccc1)Nc1ccc(CN2CCOCC2)cc1	-8	-1	9	4.3	2	-38	-17	2	-4
COCCCNC(=O)Cn1nnc(-c2ccccc2NC(=O)c2ccc(F)cc2)n1	-4	-5	-7	0.1	1	17	18	-10	-5
S=C(Nc1ccccc1)N1CCCN1c1ccccc1	-2	0	6	-0.3	-1	23	30	-2	-2
Cc1nc(N2CCN(C(=O)c3ccco3)CC2)nc2c1C(=O)CCC2	3	-1	1	2.3	4	-44	11	5	-5
CC(=O)Nc1ccc(CC#N)cc1	6	-1	2	-0.8	-2	8	8	-4	18
O=C(COC(=O)c1ccc(S(=O)(=O)NCc2ccco2)cc1)NC1CCCCC1	-2	-4	15	0.7	-1	18	-13	0	-3
CC(C)OC(=O)c1ccc(N2C(=O)C3CC=CCC3C2=O)cc1 (configuration not stated)	-9	-5	-7	1.6	-1	10	5	-13	3
CCOc1cc(S(=O)(=O)N2CCN(C(=O)c3ccco3)CC2)ccc1F	2	-3	12	-0.1	-4	13	24	-15	-4
Cc1ccc(NC(=O)c2ccc(OC(=O)C(C)Oc3ccc(Cl)cc3C)cc2)cc1 (configuration not stated)	-6	5	8	5.2	-1	-115	-4	-1	5
Cc1ccccc1NC(=O)Cn1cnc2c1c(=O)n(C)c(=O)n2C	-7	1	-24	-0.7	-2	6	8	1	7
Cc1cc(C)c(S(=O)(=O)N(CC(=O)NCc2cccnc2)C2CCCCC2)c(C)c1	1	-1	2	1.6	-2	14	36	0	3
S=C(c1ccccc1)N(c1ccccc1)c1ccccc1	9	0	27	-1.7	-1	-6	15	19	11
COc1ccc(C2CC(=O)C3=C(C2)Nc2ncnn2C3c2ccccc2C)cc1 (configuration not stated)	4	-6	8	1.2	-2	26	-4	-2	6
COC(=O)Cc1[nH]n(-c2nc3ccccc3s2)c(=O)c1C(C)=Nc1ccc(OC)cc1	1	-4	-4	-8.6	-5	77*	-20	2	6
COc1ccccc1NC(=O)CCCc1c[nH]c2ccccc12	10	-1	23	0.7	-1	-3	6	2	1
O=C(NCC1CCCO1)C1CCN(S(=O)(=O)Cc2ccccc2)CC1 (configuration not stated)	-7	-3	-2	-1.8	0	18	4	-3	0
COc1cc(NC(=O)Cn2nc(Cc3cccnc3)c3ccccc3c2=O)cc(OC)c1OC	-7	-1	-4	-0.6	-1	-23	1	0	12
COc1cc(CC(=O)Nc2ccc3nc(C)sc3c2)cc(OC)c1OC	-2	-3	5	-1.3	0	11	3	-17	-8
CCOc1ccc(C(=O)Nc2ccc3c(c2)OCCO3)cc1[N+](=O)[O-]	-1	-2	18	1.4	2	-9	14	13	-20
Oc1ccc(N=Cc2sc3ccccc3c2Cl)cc1	-8	0	3	6.4	1	15	23	23	-40
CCN(Cc1ccccc1)C(=O)COC(=O)[C@@H]1CCCN1C(=O)c1cccs1	-1	-1	5	2.8	-2	3	13	3	4
COc1cccc(C=Nc2ccc(C)c(F)c2)c1O	-1	-3	-17	-1.2	-4	-7	21	0	2
COc1ccc(N2CCN(c3ncccc3C#N)CC2)cc1	7	-3	16	1.1	5	-3	-6	2	-7
Cc1ccc(Oc2nccc(-c3ccc(Cl)cc3)n2)cc1	4	-1	-4	3.4	0	-29	3	-1	6
COc1ccc2c(c1OC)C(=O)OC2Nc1nc(-c2ccc(-c3ccccc3)cc2)cs1 (configuration not stated)	-1	-2	-2	5.9	-1	-96	45	10	1
COc1cc2ccccc2cc1C(=O)N1CC(C)CC(C)C1 (configuration not stated)	3	-1	7	-1.3	-1	8	40	4	-3
CCOc1cccc(=O)c2c(C)n(CC3CCCO3)c(C)c12 (configuration not stated)	8	-2	21	2.6	-4	23	-1	11	-10
Cc1oc(-c2ccc(Cl)cc2)nc1CSCC(=O)NC1CCN(Cc2ccccc2)CC1	-5	-2	20	-0.6	0	39	2	4	-30
CC(=O)c1cccc(OCc2cc(C(=O)NCc3nc(C)c(C)s3)no2)c1	-2	-9	20	4.7	-2	21	17	-1	13
CC(=O)c1c(O)cc2n(c1=O)-c1ccc(Cl)cc1C2(C)C	-2	-2	14	0.9	-2	41	23	-3	-15
Cc1cnccc1CNC(=O)C1CCC(=O)N(Cc2ccc(Cl)cc2)C1 (configuration not stated)	1	-3	-7	-0.9	-1	-7	13	-17	-14
O=C(O)c1ccc(NC(=S)NC(=O)C(c2ccccc2)c2ccccc2)cc1	10	4	16	2.1	-4	8	9	-4	11
CCOC(=O)c1[nH]cnc1C(=O)Nc1ccccc1C	8	-3	16	-1.2	4	-3	4	5	-2
Cc1cccn2cc(COc3cccc([N+](=O)[O-])c3)nc12	-6	-2	4	3.6	1	2	13	-10	4

Sorted by the number under APJ antag (smallest number first): 4 of the compounds above.
| smiles | APJ antag |
| --- | --- |
| CCOc1cccc(=O)c2c(C)n(CC3CCCO3)c(C)c12 (configuration not stated) | -10 |
| COc1cccc(C=Nc2ccc(C)c(F)c2)c1O | 2 |
| CCN(Cc1ccccc1)C(=O)COC(=O)[C@@H]1CCCN1C(=O)c1cccs1 | 4 |
| O=C(O)c1ccc(NC(=S)NC(=O)C(c2ccccc2)c2ccccc2)cc1 | 11 |
